Mtb BioA inh – BioA (M. tuberculosis) enzyme inhibition; purified M. tuberculosis BioA enzyme, plate reader; inhibition, % at 9.99 µM; 360,000 tested, 0.096% active; AID 602481; in the data active means inhibition above about 40%
TcdB GH inh – TcdB glycohydrolase inhibition; 350,000 tested, 0.24% active; inhibition, % at 9.99 µM; P18177; TcdB glycohydrolase enzymatic assay, plate reader; AID 652162; in the data active means inhibition above about 10%
Numbers without * were called inactive.

SMILES | Mtb BioA inh | TcdB GH inh
C[C@H](CO)N1C[C@H](C)[C@@H](CN(C)Cc2ccncc2)Oc2ccc(NS(=O)(=O)c3ccc(F)cc3)cc2C1=O | -2.6 | -0.1
Cc1noc(C)c1NC(=O)N(C)C[C@@H]1Oc2ccc(NC(=O)C3CC3)cc2C(=O)N([C@@H](C)CO)C[C@@H]1C | 0.1 | 0.2
C[C@@H]1CN([C@@H](C)CO)C(=O)c2cc(-c3cccnc3)cnc2O[C@@H]1CN(C)C | -1.0 | -2.5
COc1ccc(S(=O)(=O)N(C)C[C@@H]2OCCCC[C@H](C)Oc3ccc(N(C)C)cc3C(=O)N([C@H](C)CO)C[C@@H]2C)cc1 | -2.9 | -18
COc1ccc(-c2ccc([C@@H]3[C@H]4CN(C(=O)NC(C)C)CCCCN4[C@H]3CO)cc2)cc1 | -2.1 | 1.1
C[C@@H]1CCCCO[C@@H](CN(C)C(=O)Nc2cccc3ccccc23)[C@H](C)CN([C@H](C)CO)C(=O)c2cc(NC(=O)C3CCCCC3)ccc2O1 | -0.7 | -0.8
COCC(=O)N1C[C@@H]2[C@H](c3ccccc31)[C@H](CO)N2Cc1ccc(OC)cc1 | -3.7 | -1.5
COc1ccccc1C(=O)Nc1ccc2c(c1)C(=O)N(C)[C@@H]1CC[C@@H](CC(=O)NCCc3ccncc3)O[C@H]1CO2 | -0.2 | 0.9
C[C@H](CO)N1C[C@H](C)[C@H](CN(C)C(=O)Nc2ccccc2)Oc2ccc(NC(=O)Nc3ccc(F)cc3)cc2CC1=O | -1.4 | 0.5
C[C@@H]1CN([C@@H](C)CO)C(=O)Cc2cc(NC(=O)Nc3ccc(F)cc3)ccc2O[C@H]1CN(C)Cc1ccc(C(=O)O)cc1 | 4.3 | -3.1

Fetched by structure from above, 6 records:
SMILES | Mtb BioA inh | TcdB GH inh
C[C@H](CO)N1C[C@H](C)[C@H](CN(C)C(=O)Nc2ccccc2)Oc2ccc(NC(=O)Nc3ccc(F)cc3)cc2CC1=O | -1.4 | 0.5
Cc1noc(C)c1NC(=O)N(C)C[C@@H]1Oc2ccc(NC(=O)C3CC3)cc2C(=O)N([C@@H](C)CO)C[C@@H]1C | 0.1 | 0.2
C[C@@H]1CN([C@@H](C)CO)C(=O)c2cc(-c3cccnc3)cnc2O[C@@H]1CN(C)C | -1.0 | -2.5
COc1ccc(-c2ccc([C@@H]3[C@H]4CN(C(=O)NC(C)C)CCCCN4[C@H]3CO)cc2)cc1 | -2.1 | 1.1
COCC(=O)N1C[C@@H]2[C@H](c3ccccc31)[C@H](CO)N2Cc1ccc(OC)cc1 | -3.7 | -1.5
C[C@H](CO)N1C[C@H](C)[C@@H](CN(C)Cc2ccncc2)Oc2ccc(NS(=O)(=O)c3ccc(F)cc3)cc2C1=O | -2.6 | -0.1

Further structures:
SMILES | Mtb BioA inh | TcdB GH inh
C[C@@H]1CN([C@@H](C)CO)C(=O)Cc2cc(NC(=O)Nc3ccc(C(F)(F)F)cc3)ccc2O[C@H]1CN(C)Cc1ccc(C(=O)O)cc1 | 5.8 | -3.8
C[C@H](CO)N1C[C@H](C)[C@@H](CN(C)C(=O)CCCN(C)C)OCCCC[C@H](C)Oc2ccc(NC(=O)Cc3ccccc3)cc2C1=O | 0.7 | 0.7
Cc1ccc(-c2ccc3c(c2)O[C@@H](CN(C)C(=O)NC(C)C)[C@@H](C)CN([C@H](C)CO)S3(=O)=O)cc1 | -0.7 | 0.1
CC(C)CC#Cc1ccc2c(c1)O[C@@H](CN(C)C(=O)Cc1ccccc1)[C@H](C)CN([C@@H](C)CO)S2(=O)=O | -2.4 | -6.2
C[C@@H]1CN([C@H](C)CO)S(=O)(=O)c2ccc(C#Cc3ccccn3)cc2O[C@@H]1CN(C)C(=O)C1CC1 | 2.2 | -1.4
C[C@H](CO)N1C[C@H](C)[C@@H](CN(C)Cc2ccc3c(c2)OCO3)Oc2ccc(NC(=O)Cc3ccccc3)cc2CC1=O | 3.6 | 0.0
C[C@@H]1CN([C@@H](C)CO)C(=O)c2cc(NC(=O)C3CCCCC3)ccc2O[C@@H](C)CCCCO[C@@H]1CN(C)S(=O)(=O)c1ccccc1 | -2.1 | -0.2
C[C@@H]1CN([C@@H](C)CO)C(=O)c2cc(-c3ccc(F)cc3)cnc2O[C@H]1CN(C)C(=O)c1ccc(F)cc1 | 3.0 | 2.0
COCC(=O)Nc1ccc2c(c1)[C@H]1C[C@H](CC(=O)NC3CCCCC3)O[C@@H](CO)[C@H]1O2 | -1.2 | 0.1
CNC[C@@H]1Oc2c(NC(=O)c3cnccn3)cccc2C(=O)N([C@H](C)CO)C[C@H]1C | -0.5 | 0.5

Full records, looked up by structure. Screens in order: Mtb BioA inh	TcdB GH inh
COCC(=O)N1C[C@@H]2[C@H](c3ccccc31)[C@H](CO)N2Cc1ccc(OC)cc1 is listed as -3.7	-1.5
C[C@H](CO)N1C[C@H](C)[C@@H](CN(C)Cc2ccncc2)Oc2ccc(NS(=O)(=O)c3ccc(F)cc3)cc2C1=O is listed as -2.6	-0.1
COc1ccccc1C(=O)Nc1ccc2c(c1)C(=O)N(C)[C@@H]1CC[C@@H](CC(=O)NCCc3ccncc3)O[C@H]1CO2 is listed as -0.2	0.9

Further structures
SMILES | Mtb BioA inh | TcdB GH inh
CC=Cc1ccc2n(c1=O)C[C@H]1[C@H](CO)[C@@H](C(=O)NC3CCC3)[C@@H]2N1C(=O)c1ccccn1 (mixture of isomers) | 3.3 | -0.3
C[C@@H]1CCCCO[C@H](CN(C)Cc2ccc(C(F)(F)F)cc2)[C@@H](C)CN([C@H](C)CO)C(=O)c2cc(N(C)C)ccc2O1 | 2.1 | -9.8
CCC(=O)N(C)C[C@@H]1Oc2ncc(-c3ccc(C(=O)N(C)C)cc3)cc2C(=O)N([C@H](C)CO)C[C@H]1C | 0.8 | 1.8
COCC#Cc1cnc2c(c1)C(=O)N([C@@H](C)CO)C[C@@H](C)[C@H](CN(C)C(=O)Nc1c(C)noc1C)O2 | 3.6 | 0.3
O=C(C[C@@H]1CC[C@H]2[C@@H](COC[C@H](O)CN2Cc2ccc(F)cc2)O1)NCc1ccncn1 | 0.2 | 0.3
COCC(=O)Nc1ccc2c(c1)[C@H]1C[C@@H](CC(=O)NCc3ccc4c(c3)OCO4)O[C@H](CO)[C@H]1O2 | 0.7 | 0.9
COCCNC(=O)C[C@@H]1CC[C@H](NC(=O)NC2CCCC2)[C@@H](CO)O1 | -1.7 | -0.8
Cc1ccc(S(=O)(=O)Nc2ccc3c(c2)C(=O)N([C@H](C)CO)C[C@H](C)[C@H](CN(C)CC2CCCCC2)OCCCC[C@@H](C)O3)cc1 | 0.0 | -0.1
C[C@@H]1CN([C@@H](C)CO)C(=O)Cc2cc(NC(=O)NC3CCCCC3)ccc2O[C@@H]1CN(C)C(=O)Nc1ccc(F)cc1 | 2.9 | 0.8
Cc1noc(C)c1S(=O)(=O)Nc1cccc2c1O[C@@H](CN(C)Cc1ccc(C(F)(F)F)cc1)[C@@H](C)CN([C@@H](C)CO)C2=O | -0.7 | 1.0
C[C@H](CO)N1C[C@H](C)[C@@H](CN(C)C(=O)C2CCOCC2)Oc2ncc(-c3ccccc3)cc2C1=O | -0.6 | 0.0
CN(C)C(=O)c1ccc(-c2ccc3c(c2)[C@H]2[C@H](CCN2Cc2ccc4c(c2)OCO4)[C@@H](CO)N3)cc1 | 16 | 1.9
C[C@H](CO)N1C[C@H](C)[C@H](CN(C)C(=O)c2ccccc2)OCc2ccccc2-c2ccccc2C1=O | -2.0 | 1.1
C[C@H](CO)N1C[C@H](C)[C@@H](CN(C)S(=O)(=O)c2ccccc2)Oc2c(NC(=O)C3CCOCC3)cccc2C1=O | -3.3 | 0.5
C[C@@H]1CN([C@H](C)CO)C(=O)c2cc(-c3ccc(F)cc3)cnc2O[C@H]1CN(C)S(C)(=O)=O | 2.3 | 0.9
CCCNC(=O)N(C)C[C@@H]1Oc2ncc(-c3cccc(C#N)c3)cc2C(=O)N([C@H](C)CO)C[C@H]1C | 2.4 | -1.5
C[C@H]1CN([C@@H](C)CO)C(=O)c2cc(-c3cccnc3)cnc2O[C@@H]1CN(C)C(=O)C1CCC1 | -1.5 | 1.6
COc1ccc(-c2ccc3c(c2)O[C@H](CN(C)C(C)=O)[C@H](C)CN([C@@H](C)CO)S3(=O)=O)cc1 | 1.0 | 1.6
C[C@@H]1CCCCO[C@H](CN(C)CC2CC2)[C@H](C)CN([C@@H](C)CO)C(=O)c2cc(NC(=O)Nc3ccc4c(c3)OCO4)ccc2O1 | 2.1 | 0.7
O=C(C[C@H]1C[C@@H]2c3cc(NC(=O)C4CCOCC4)ccc3O[C@@H]2[C@@H](CO)O1)NCc1ccc2c(c1)OCO2 | -0.6 | -0.1
C[C@@H]1CN([C@H](C)CO)C(=O)Cc2cc(NC(=O)CCN3CCOCC3)ccc2O[C@H]1CN(C)C(=O)Nc1cccc2ccccc12 | -1.7 | 1.8
C[C@H](CO)N1C[C@H](C)[C@@H](CN(C)Cc2ccc(Oc3ccccc3)cc2)Oc2c(NC(=O)C3CCCCC3)cccc2C1=O | 4.4 | -0.4
C[C@H]1CN([C@@H](C)CO)C(=O)c2cc(C#CC3CC3)cnc2O[C@H]1CN(C)C(=O)Cc1ccccn1 | 0.4 | -0.1
COCCNC(=O)C[C@H]1CC[C@@H]2[C@H](COc3ccc(NC(=O)COC)cc3C(=O)N2C)O1 | -0.2 | -1.0
O=C(C[C@@H]1CC[C@@H]2[C@H](COC[C@@H](O)CN2CC2CC2)O1)NCc1ccc(Cl)cc1 | -2.0 | -2.1
CS(=O)(=O)N1[C@H](C(=O)NCc2ccncc2)[C@@H](CO)[C@@H]2Cn3c(ccc(C4=CCCCC4)c3=O)[C@@H]21 | 49* | 3.0
CN1C(=O)C2C(C1=O)C1C=C(CCCO)C2C(c2ccc(CN3CCCC3)cc2)N1Cc1sc2ccccc2c1Cl (centres undefined) | 0.4 | -0.3
Cc1noc(C)c1S(=O)(=O)Nc1ccc2c(c1)C(=O)N([C@H](C)CO)C[C@H](C)[C@H](CN(C)C(=O)c1ccccc1)OCCCC[C@H](C)O2 | -0.4 | -2.5
O=C(Nc1cccc(F)c1)N[C@@H]1CC[C@H](CCn2cc(Cc3ccccc3)nn2)O[C@@H]1CO | 4.0 | 1.0
CN(C)CCCN1C(=O)[C@@]2(Cc3ccccc31)c1ccccc1C(=O)N(Cc1ccccc1C(F)(F)F)[C@H]2c1ccc(CO)cc1 | -1.1 | -0.9
CO[C@H]1CN(C)C(=O)c2cc(NC(=O)c3nc4ccccc4s3)ccc2OC[C@@H](C)N(Cc2cccnc2)C[C@@H]1C | 2.6 | 1.1
COC(=O)C[C@H]1CC[C@@H]2[C@H](COc3ccc(NC(=O)c4cccc(OC)c4)cc3C(=O)N2C)O1 | 0.6 | 5.5
C[C@H](CO)N1C[C@H](C)[C@H](CN(C)C(=O)C2CCC2)Oc2ncc(C#CC3CCCC3)cc2C1=O | 0.3 | 0.4
Cc1ccc(-c2cnc3c(c2)C(=O)N([C@H](C)CO)C[C@H](C)[C@@H](CN(C)C(=O)Cc2ccccc2)O3)cc1 | 1.1 | -1.3
C[C@H]1CN([C@@H](C)CO)C(=O)c2c(c3ccccc3n2C)-c2ccccc2CO[C@@H]1CN(C)S(C)(=O)=O | 1.2 | 0.4
O=C(Cc1ccncc1)NCC[C@@H]1CC[C@@H](NS(=O)(=O)c2ccccc2Cl)[C@@H](CO)O1 | -2.6 | -0.4
COc1ccccc1-c1ccc2c(c1)[C@H]1[C@H](CCN1S(=O)(=O)c1ccccc1F)[C@H](CO)N2 | 0.2 | 1.3
COc1ccc(NC(=O)N(C)C[C@H]2Oc3ccc(NS(=O)(=O)c4ccc(Cl)cc4)cc3CC(=O)N([C@@H](C)CO)C[C@@H]2C)cc1 | -1.9 | -0.1
COc1cccc(NC(=O)N[C@@H]2C=C[C@@H](CC(=O)NCc3ccccn3)O[C@H]2CO)c1 | 2.3 | 0.0
COC(=O)[C@@H]1[C@@H](CO)[C@@H]2Cn3c(ccc(-c4ccccc4F)c3=O)[C@@H]2N1C(=O)c1cnccn1 | -1.4 | 1.2
O=C(C[C@H]1CC[C@H](NC(=O)c2ccncc2)[C@H](CO)O1)NCC1CCCCC1 | 3.1 | 1.3
C[C@H](CO)N1C[C@H](C)[C@H](CN(C)Cc2ccccc2)Oc2ccc(NC(=O)Cc3ccccc3)cc2C1=O | 1.6 | -0.4
Cc1noc(C)c1S(=O)(=O)Nc1cccc2c1O[C@H](CN(C)C(=O)Nc1ccc3c(c1)OCO3)[C@H](C)CN([C@H](C)CO)C2=O | 1.0 | 0.5
CCCC#Cc1ccc2c(c1)O[C@@H](CN(C)C(=O)C1CC1)[C@@H](C)CN([C@H](C)CO)S2(=O)=O | 2.8 | -1.6
O=C(C[C@H]1CC[C@@H](NC(=O)Nc2ccc(F)cc2)[C@@H](CO)O1)NCc1cccc(F)c1 | 3.7 | 0.1
O=S(=O)(N[C@H]1CC[C@@H](CCn2cc(-c3cccnc3)nn2)O[C@H]1CO)c1ccc(Cl)cc1 | 6.2 | -0.5
C[C@H](CO)N1C[C@H](C)[C@H](CN(C)S(=O)(=O)c2cccs2)Oc2ccc(NC(=O)Cc3ccccc3)cc2C1=O | 2.2 | -7.1
Cc1ccc(S(=O)(=O)Nc2ccc3c(c2)C(=O)N([C@@H](C)CO)C[C@H](C)[C@@H](CN(C)Cc2ccccc2)O3)cc1 | 0.7 | 0.8
CC(C)NC(=O)N1CCCCN2[C@@H](CO)[C@H](c3ccc(C#CC4CC4)cc3)[C@@H]2C1 | -1.4 | 0.7
Cc1cc(C(=O)Nc2cccc3c2O[C@@H](CN(C)C(=O)Nc2ccccc2)[C@H](C)CN([C@H](C)CO)C3=O)n(C)n1 | -1.7 | 0.6
Cc1noc(C)c1S(=O)(=O)N(C)C[C@@H]1OCCCC[C@H](C)Oc2ccc(NC(=O)NC3CCCCC3)cc2C(=O)N([C@H](C)CO)C[C@H]1C | -2.4 | 1.0
CCCNC(=O)Nc1ccc2c(c1)C(=O)N(C)[C@H]1CC[C@H](CC(=O)Nc3cccc(F)c3)O[C@@H]1CO2 | -4.3 | 0.2

Screening data from PubChem BioAssay.

Some of the compounds tested; rates above refer to the full screens.
